High-throughput results as filed in PubChem.
HP1b chromo inh = blocks HP1-beta chromodomain binding to methylated histone tails | 0.56% of 390,000 active | AID 540317 | AlphaScreen HP1-beta / biotin-H3K9me3 peptide binding | Potency, µM (series often up to 114 µM), for the others: at the top dose activity change, negative = inhibition, most hits filed as inhibitors; note: potency is the fitted concentration of half-maximal effect; nearly all actives have a fitted effect of over 70% in size; inactives centre near 23
Target sequence (P83916 whole entry, looked up): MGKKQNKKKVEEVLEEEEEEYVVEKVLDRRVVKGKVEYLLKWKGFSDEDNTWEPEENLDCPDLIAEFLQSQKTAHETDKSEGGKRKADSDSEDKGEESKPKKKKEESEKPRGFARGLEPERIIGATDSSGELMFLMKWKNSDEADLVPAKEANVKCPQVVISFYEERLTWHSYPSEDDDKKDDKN
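Compound inhibition of the preformed complex between 50 nM HP1-beta and 50 nM biotinylated H3K9me3 peptide was read by AlphaScreen. Buffer was PBS pH 7.4 with 0.01% Tween-20. Incubations ran 30 min at room temperature, with 10 ug/mL donor/acceptor beads.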
Tb PGK inh = inhibitors of T. brucei phosphoglycerate kinase; PGK/GAPDH coupled, Kinase-Glo luminescence, 60 min; Potency, µM (series often up to 57.5 µM), for the others: at the top dose activity change, negative = inhibition, usual class: inhibitors; AID 602233; 0.043% of 380,000 active; note: potency is the fitted concentration of half-maximal effect; % is set by controls: 0 for no effect and ±100 for the full control effect; nearly all actives have a fitted effect of over 60% in size
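Recombinant glycosomal PGK reaction used 1,3-bisphosphoglycerate generated in-well by GAPDH (100nM final) in 100mM TEA pH 7.6, 5mM MgCl2, 0.01% Tween-20. After 60 minutes at room temperature, ATP was read by Kinase-Glo Plus luminescence end-point.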
IDH1 R132H inh = blocks human mutant IDH1 R132H enzyme. 0.093% of 390,000 active. O75874. Potency, µM (titrated, usually from 76.6 µM), for the others: at the highest dose activity change, negative = inhibition, most hits filed as inhibitors. AID 602179. IDH1-R132H enzyme, NADPH consumption, diaphorase/resazurin fluorescence; note: potency is the fitted concentration of half-maximal effect; % is set by controls: 0 for no effect and ±100 for the full control effect; nearly all actives have a fitted effect of over 65% in size
Target sequence (O75874 whole entry R132H, stated change not applied): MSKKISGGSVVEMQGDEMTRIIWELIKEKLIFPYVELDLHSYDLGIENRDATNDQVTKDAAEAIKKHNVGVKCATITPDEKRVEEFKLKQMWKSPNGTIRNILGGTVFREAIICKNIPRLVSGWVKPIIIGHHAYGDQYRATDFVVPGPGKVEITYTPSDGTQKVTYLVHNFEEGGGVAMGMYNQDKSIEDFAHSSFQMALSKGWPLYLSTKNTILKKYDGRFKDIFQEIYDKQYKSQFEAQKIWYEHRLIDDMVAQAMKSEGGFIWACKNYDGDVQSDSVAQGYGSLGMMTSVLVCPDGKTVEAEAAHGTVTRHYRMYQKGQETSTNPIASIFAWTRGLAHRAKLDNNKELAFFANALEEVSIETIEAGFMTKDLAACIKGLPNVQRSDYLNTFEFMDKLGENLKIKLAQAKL
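IDH1-R132H (0.5 ug/mL dispensed) in pH 7.5 Tris buffer was preincubated 30 min with compound, then given a substrate mix of 0.016 mM NADPH and 2 mM alpha-KG for 80 min at room temperature; remaining NADPH was read by diaphorase/resazurin fluorescence.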
USP1 inh = USP1/UAF1 (human) deubiquitinase inhibition. 0.23% of 390,000 active. recombinant USP1/UAF1, Ub-Rhodamine cleavage fluorescence. Potency, µM (titrated, usually from 57.1 µM), for inactives: at the highest dose activity change, negative = inhibition, actives largely listed as inhibitors. O94782; note: potency is the fitted concentration of half-maximal effect; % is set by controls: 0 for no effect and ±100 for the full control effect; nearly all actives have a fitted effect of over 60% in size; inactives centre near -12
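High-throughput fluorogenic screen: 1nM USP1/UAF1 complex, Ub-Rho substrate 150nM final, 50mM HEPES pH 7.8 with 0.5mM EDTA, 0.1 mg/ml BSA, 1mM TCEP and 0.01% Tween-20.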
GLS inhibitor = glutaminase GLS (human) inhibition; O94925; GLS enzymatic activity, qHTS titration; Potency, µM (doses to about 45.5 µM), for the others: at the highest dose activity change, negative = inhibition, actives largely listed as inhibitors; 0.21% of 410,000 active; AID 624170; note: potency is the fitted concentration of half-maximal effect; % is set by controls: 0 for no effect and ±100 for the full control effect
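hKGA in 45 mM KH2PO4 (pH 8.2), 0.02% Tween-20 with compound, then 1mM L-Glutamine (stock as added) plus glutamate oxidase/HRP/Amplex red coupling mix. Fluorescence read initially and after 30 min at RT; signal change reflects glutamate formation.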
PI4K2A block = blocks human PI4K2A kinase activity; purified PI4K2A, ADP-Glo luminescence, 1 h; stronger effect = lower value; activity change, negative = inhibition, % at 76.9 µM; 0.13% of 420,000 active; AID 1346378; in the data active = activity change below about -50%; inconclusive = mostly about -30% to -49%;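 note: -100% = wells without enzyme as full effect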
Target sequence (Q9BTU6 whole entry, looked up): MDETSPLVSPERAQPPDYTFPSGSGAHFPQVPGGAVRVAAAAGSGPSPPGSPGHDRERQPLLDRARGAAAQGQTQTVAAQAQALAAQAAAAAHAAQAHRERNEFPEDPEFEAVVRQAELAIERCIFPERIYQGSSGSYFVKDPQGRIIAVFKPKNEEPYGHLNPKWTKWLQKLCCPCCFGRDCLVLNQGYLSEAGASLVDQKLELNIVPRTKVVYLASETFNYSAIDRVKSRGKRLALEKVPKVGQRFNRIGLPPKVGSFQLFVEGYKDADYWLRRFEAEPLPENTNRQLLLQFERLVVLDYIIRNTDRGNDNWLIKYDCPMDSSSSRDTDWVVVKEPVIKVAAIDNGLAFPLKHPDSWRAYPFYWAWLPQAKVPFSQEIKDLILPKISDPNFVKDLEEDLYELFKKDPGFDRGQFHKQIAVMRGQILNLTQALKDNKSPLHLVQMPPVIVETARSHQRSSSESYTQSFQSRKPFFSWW
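ADP-Glo luminescence measured ADP generated by PI4K2A enzyme (4 ug/mL before mixing) with 1.2 mM PI substrate (pre-mix) and 300 microM ATP (pre-mix). Tris pH7.5 buffer with MgCl2, Triton X-100; 1 h reaction at ambient temperature.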
Pin1 inh = inhibitors of human Pin1; 0.009% of 390,000 active; AID 504891; Pin1 FP peptide displacement, HiFluor488, 10 min; Potency, µM (top dose mostly 115 µM), for inactives: at the top dose activity, negative = inhibition, hits mostly inhibitors; Q13526; active = well fitted inhibition curve with a large enough effect in the polarisation, with a control signal flat, not every such curve was filed as active; inconclusive = small, poorly fitted or top-dose-only effect, or effect the other way, or a change in a side signal; inactive = no such curve, though single readings can be large or run the other way; the % refers to the polarisation; note: potency is the fitted concentration of half-maximal effect; % is set by controls: 0 for no effect and ±100 for the full control effect
TrxR1 substrate = rat thioredoxin reductase 1 substrate activity | purified TrxR1 substrate turnover, NADPH consumption readout | Potency, µM (doses to about 114 µM), inactives show top-dose activity change, negative = substrate turnover | 0.01% of 390,000 active | AID 588456; note: potency is the fitted concentration of half-maximal effect; % is set by controls: 0 for no effect and ±100 for the full control effect; nearly all actives have a fitted effect of over 50% in size
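Rat TrxR1, dispensed at 90 nM, was prereduced with 400 uM NADPH (final) for 5 min at ~22 deg C, then incubated with compound 15 min before 400 uM selenite. A first-read NADPH fluorescence drop versus no-compound background flagged substrates.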
TrxR1 inh = rat TrxR1 inhibition | Potency, µM (series often up to 114 µM), without a hit: at the top dose activity change, negative = inhibition, usual class: inhibitors | AID 588453 | O89049 | recombinant rTrxR1, NADPH fluorescence consumption, selenite substrate | 1% of 390,000 active; note: potency is the fitted concentration of half-maximal effect; % is set by controls: 0 for no effect and ±100 for the full control effect; nearly all actives have a fitted effect of over 65% in size
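Rat TrxR1 (90 nM in the dispensed reagent) was pre-reduced with 400 uM NADPH for 5 min at room temperature, then incubated with compound for 15 min. After 400 uM selenite was added, NADPH fluorescence (Ex 340/Em 450 nm) was followed for 8 min.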
An asterisk follows results filed as active; i = inactive; ? = inconclusive; nt = no result given; [ ] = another dose, or the depositor's remark. Unless noted, calls come from the whole dose curve; as a rule, active = well fitted curve in the direction sought with a large enough effect; inconclusive = small, poorly fitted or top-dose-only effect, or another doubt; inactive = no such curve, though single readings can be large; an effect the other way counts as inactive or inconclusive. This is a subset; the hit share may differ from the screen's.

SMILES	HP1b chromo inh	Tb PGK inh	IDH1 R132H inh	USP1 inh	GLS inhibitor	PI4K2A block	Pin1 inh	TrxR1 substrate	TrxR1 inh
CC1(C(=O)NC2CCCCCCC2)CCC(=O)N1Cc1cccs1 (centres undefined)	12%	-3%	3%	1%	-2%	1	-2%	1%	17%
CC(C)N(C(=S)Nc1cccc(S(=O)(=O)N(C)C)c1)c1ccccc1	10%	-9%	3%	-2%	9%	-7	5%	7%	?
COc1cc(OC)cc(C(=O)OCC(=O)Nc2cccc(C(C)=O)c2)c1	40%[activator]	-8%	9%	-9%	-11%	2	1%	7%	9%
CCc1ccccc1Nc1nn2c(=O)c3ccc(C(=O)NCc4ccccc4Cl)cc3nc2s1	23%	0%	-4%	-13%	-11%	-1	22%	3%	?
CCc1cc2c(NCc3ccco3)ncnc2s1	5%	-6%	4%	1%	1%	0	2%	7%[57.1 µM]	-3%[57.1 µM]
CCCCN(C(=O)CCNC(=O)NC12CC3CC(CC(C3)C1)C2)c1c(N)n(CCC)c(=O)[nH]c1=O	20%	-2%	1%	-14%	-13%	-2	9%	-6%	1%
COc1ccc(/C=N/NC(=O)c2cccnc2)cc1CN1CCOCC1	35%	-5%	1%	4%	-13%	-1	0%	-9%	-5%[57.1 µM]
Cc1ccc(NC(=O)c2c3c(nc4ccccc24)CCC3)cc1S(=O)(=O)N(C)C	-14%	-2%	5%	-25%	-3%	-6	?	0%[57.1 µM]	12%[57.1 µM]
Cc1sc2ccccc2c1CNC[C@H]1O[C@@H](n2cnc3c(N)ncnc32)[C@H](O)[C@@H]1O	53%[activator]	-4%	1%	-25%	1%	-8	-2%	3%	11%
CCCN(CCC)CC(O)Cn1cc(/C=C/C(=O)c2cccs2)c2ccccc21 (centres undefined)	0%	-7%	3%	-23%	19%	-6	?	-11%	-30%
CCn1c(C)nc2cc(C(=O)NNC(=S)Nc3ccc(Cl)cc3)ccc21	21%	-11%	4%	-6%	20%	-1	3%	-5%	-6%
O=C(Nc1ncc2c(n1)-c1ccccc1CC2)c1ccc(Cl)cc1	11%	-1%	17%	-16%	1%	-3	-1%	9%[57.1 µM]	-1%[57.1 µM]
C[C@H](CO)N1C[C@H](C)[C@@H](CN(C)S(=O)(=O)c2ccc(F)cc2)Oc2ccc(NC(=O)Nc3ccc4c(c3)OCO4)cc2C1=O	-7%	-10%	23%	-9%	13%	-3	5%	1%	8%
CC1CCc2c(sc(NC(=O)c3ccco3)c2C(=O)O)C1 (centres undefined)	9%	i	29%	-4%	5%	0	-17%	-8%	4%
Cc1ccc(Cl)cc1NC(=O)C(Cc1ccccc1)N1C(=O)C2C3CCC(C3)C2C1=O (centres undefined)	10%	-1%	5%	-9%	-2%	7	2%	4%[57.1 µM]	10%[57.1 µM]
Cc1ccc(/C=N/NC(=O)c2sccc2OCc2ccc(F)cc2)cc1	41%[activator]	-1%	4%	-11%	-2%	-6	1%	-10%	-8%
Cc1nc2ccccn2c(=O)c1NC(=O)c1ccccc1Cl	30%[57 µM]	-3%	7%	-20%	2%	-1	2%	7%[57.1 µM]	17%[57.1 µM]
Cc1ccc(-n2nnnc2SCC(=O)NC(C(=O)O)(c2ccccc2)c2ccccc2)cc1C	37%	-1%	2%	-14%	12%	-4	2%	7%[57.1 µM]	24%[57.1 µM]
CSc1ccc(CNC(=O)C(C)n2nc(C)c3c(C)n(-c4ccccc4)nc3c2=O)cc1 (centres undefined)	-9%	-3%	-12%	-21%	1%	-3	-1%	0%	13%
Cc1ccc(S(=O)(=O)c2nc(-c3ccccc3)oc2N2CCCCCC2)cc1	?	nt	nt	-11%	-2%	-3	-2%	-2%	15%
COc1ccc([N+](=O)[O-])cc1N1C(=O)c2cccc3cccc(c23)C1=O	17%	6%	2%	-12%	3%	-6	-1%	5%	3%
Cc1nc(-c2ccc(C#N)cc2)cs1	63%[activator]	i	15%	-20%	0%	-6	-1%	5%	23%
COC(=O)c1sccc1NC(=O)c1csc2c1CCCC2	106%[activator]	i	3%	-2%	-13%	-2	6%	1%	4%
Cc1cc(C)c2nc(N)sc2c1	15%	-6%	-1%	1%	12%	-2	1%	15%[57.1 µM]	19%[57.1 µM]
CCOC(=O)c1c(S(=O)(=O)Nc2ccc(CN3CCC(C)CC3)cc2)c(C)n(C)c1C	25%	-8%	-2%	-26%	-1%	8	-5%	7%	24%
O=C(NCc1ccccc1)c1ccc2nnsc2c1	29%	-7%	7%	-13%	-4%	1	0%	-5%	-9%
COc1ccc(CC(=O)N2CCCc3ccccc32)cc1OC	2%	-1%	7%	-6%	13%	-4	-1%	5%	15%
Cc1c(C(=O)O)sc2nc(/C=C/c3cccc(F)c3)[nH]c(=O)c12	43%[activator]	-15%	-8%	-13%	-17%	-1	9%	-9%	-23%
CC(=O)Nc1ccc(NC(=S)NC(=O)c2oc3ccccc3c2C)cc1	29%	i	1%	-6%	-17%	4	4%	-6%	-13%
Cc1[nH][nH]c(=O)c1C(c1ccc(-c2ccc(F)cc2)o1)c1c(C)[nH][nH]c1=O	2%	2%	4%	?	15%	?	-1%	-14%	?
CCOc1cc(N2CCOCC2)c(OCC)cc1NC(=O)CSc1ncccc1C(=O)O	14%	-3%	4%	-7%	78%[activator]	?	1%	-10%	-19%
COc1ccc(C(=O)Nc2n[nH]c(-c3ccncc3)n2)cc1	3%	3%	-5%	1%	-1%	5	-5%	5%[57.1 µM]	19%[57.1 µM]
CCCCCCn1c(C(C)O)nc2ccccc21 (centres undefined)	33%	4%	2%	-13%	0%	-1	0%	4%	3%
COc1cc2c(cc1OC)/C(=C/c1ccc(Cl)cc1)C(=O)OC2	13%	-6%	5%	-28%	10%	-3	0%	-11%	-19%
COc1ccc(-c2noc(CSc3nc(N)cc(=O)[nH]3)n2)cc1OC	12%	-7%	-5%	-5%	-13%	-3	2%	-10%[57.1 µM]	-2%[57.1 µM]
CCN(CC)c1ccc(NC(=O)c2cc(OC)cc(OC)c2)c(C)c1	-34%	-14%	3%	-15%	33%	-4	-7%	-10%	-10%
COCCCNC(=O)CCCN1C(=O)CCn2nc(-c3cccn3C)cc21	13%[57 µM]	i	7%	-33%	2%	2	6%	-13%[57.1 µM]	-21%[57.1 µM]
N#CC1=C(SCC(=O)Nc2ccccc2)NC(=O)CC1c1ccco1 (centres undefined)	-13%	nt	11%	-15%	-2%	-7	0%	8%	-4%
CCCCN(CCCNC(=O)c1cc(Nc2ccc(OC)cc2)nc2ccccc12)Cc1ccccc1	6%	i	-10%	-27%	3%	-1	-1%	30%	21%
CC(=O)c1cccc(NC(=O)COC(=O)C2CCCN2C(=O)c2cccs2)c1 (centres undefined)	26%	2%	2%	-3%	0%	0	-2%	-3%	-1%

Reformatted with each value named: 3 of the compounds above.
canonical_smiles: CCN(CC)c1ccc(NC(=O)c2cc(OC)cc(OC)c2)c(C)c1
  HP1b chromo inh: -34%	Tb PGK inh: -14%	IDH1 R132H inh: 3%	USP1 inh: -15%	GLS inhibitor: 33%	PI4K2A block: -4	Pin1 inh: -7%	TrxR1 substrate: -10%	TrxR1 inh: -10%
canonical_smiles: CCCCCCn1c(C(C)O)nc2ccccc21 (centres undefined)
  HP1b chromo inh: 33%	Tb PGK inh: 4%	IDH1 R132H inh: 2%	USP1 inh: -13%	GLS inhibitor: 0%	PI4K2A block: -1	Pin1 inh: 0%	TrxR1 substrate: 4%	TrxR1 inh: 3%
canonical_smiles: N#CC1=C(SCC(=O)Nc2ccccc2)NC(=O)CC1c1ccco1 (centres undefined)
  HP1b chromo inh: -13%	Tb PGK inh: nt	IDH1 R132H inh: 11%	USP1 inh: -15%	GLS inhibitor: -2%	PI4K2A block: -7	Pin1 inh: 0%	TrxR1 substrate: 8%	TrxR1 inh: -4%

(list continues)
SMILES	HP1b chromo inh	Tb PGK inh	IDH1 R132H inh	USP1 inh	GLS inhibitor	PI4K2A block	Pin1 inh	TrxR1 substrate	TrxR1 inh
Cc1ccc(NC(=O)CN(C)C(=O)Cn2ccsc2=N)cc1	29%	i	-2%	-14%	-7%	-15	-2%	-7%	-2%
Nc1nccnc1C(=O)OCC(=O)NCCc1ccc(S(N)(=O)=O)cc1	37%	-3%	4%	-17%	3%	-15	?	479%[activator]	54%[57.1 µM]
O=C(COc1ccc(Br)cc1)NC(=S)Nc1ccccc1N1CCOCC1	20%	i	9%	-16%	7%	-6	10%	-1%	6%
O=C1Nc2ccccc2/C1=C/c1ccnc2ccccc12	12%	-10%	-6%	?	-4%	4	0%	3%	17%

Filtered by structure, those above with two or more sulfur atoms (two)
SMILES	HP1b chromo inh	Tb PGK inh	IDH1 R132H inh	USP1 inh	GLS inhibitor	PI4K2A block	Pin1 inh	TrxR1 substrate	TrxR1 inh
CC(C)N(C(=S)Nc1cccc(S(=O)(=O)N(C)C)c1)c1ccccc1	10%	-9%	3%	-2%	9%	-7	5%	7%	?
COC(=O)c1sccc1NC(=O)c1csc2c1CCCC2	106%[activator]	i	3%	-2%	-13%	-2	6%	1%	4%
